Screens deposited in PubChem by National Center for Advancing Translational Sciences (NCATS).
rTrxR1 inhibitor = inhibitors of rat thioredoxin reductase 1; recombinant rTrxR1, NADPH fluorescence consumption, selenite substrate; Potency, µM (series often up to 114 µM), inactives show at the highest dose activity change, negative = inhibition, hits mostly inhibitors; hit rate 1% among 390,000; O89049; also: potency is read from the fitted curve at half-maximal effect; % is scaled to controls: 0 for no effect and ±100 for the full control effect; nearly all actives have a fitted effect of over 65% in size
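Rat TrxR1 (90 nM in the dispensed reagent) was pre-reduced with 400 uM NADPH for 5 min at room temperature, then incubated with compound for 15 min. After 400 uM selenite was added, NADPH fluorescence (Ex 340/Em 450 nm) was followed for 8 min.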
IDH1 R132H inh = blocks human mutant IDH1 R132H enzyme; O75874; hit rate 0.093% among 390,000; Potency, µM (highest dose often 76.6 µM), without a hit: top-dose activity change, negative = inhibition, actives largely listed as inhibitors; IDH1-R132H enzyme, NADPH consumption, diaphorase/resazurin fluorescence; also: potency is read from the fitted curve at half-maximal effect; % is scaled to controls: 0 for no effect and ±100 for the full control effect; nearly all actives have a fitted effect of over 65% in size
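IDH1-R132H (0.5 ug/mL) preincubated 30 min with compound, then NADPH (0.016 mM) and alpha-KG (2 mM) added; 80 min at RT, pH 7.5. Remaining NADPH coupled via diaphorase/resazurin to fluorescence (540/590 nm); concentration-response curves normalized to no-enzyme control.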
Vif-APOBEC3G blk = Vif-A3G binding inhibition; Potency, µM (series often up to 46.1 µM), for the others: top-dose activity, negative = active, most hits filed as inhibitors; hit rate 0.076% among 410,000; HeLa A3G-eYFP + Vif (tagged APOBEC3G with the HIV-1 protein that degrades it), YFP fluorescence, overnight; AID 602310;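 also: potency is read from the fitted curve at half-maximal effect; % is scaled to controls: 0 for no effect and ±100 for the full control effect; nearly all actives have a fitted effect of over 60% in size; hits raise eYFP signal because A3G escapes Vif-driven loss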
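Read-out is eYFP fluorescence (Ex 488/Em 500-530) from Vif-expressing HeLa A3G-eYFP cells; more signal means A3G escaped Vif-mediated degradation. Cells plated overnight, compound pinned in, incubated overnight at 37 deg C.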
RGS4 inhibitor = human RGS4 inhibition | Potency, µM (doses to about 114 µM), without a hit: top-dose activity change, negative = inhibition, hits mostly inhibitors | Transcreener GDP fluorescence polarization, RGS4-accelerated GTP hydrolysis | hit rate 0.039% among 390,000 | AID 504845 | P49798; also: potency is read from the fitted curve at half-maximal effect; % is scaled to controls: 0 for no effect and ±100 for the full control effect; nearly all actives have a fitted effect of over 75% in size; some results filed as inactive show a strong effect at the top dose
Target sequence (P49798 whole entry, looked up): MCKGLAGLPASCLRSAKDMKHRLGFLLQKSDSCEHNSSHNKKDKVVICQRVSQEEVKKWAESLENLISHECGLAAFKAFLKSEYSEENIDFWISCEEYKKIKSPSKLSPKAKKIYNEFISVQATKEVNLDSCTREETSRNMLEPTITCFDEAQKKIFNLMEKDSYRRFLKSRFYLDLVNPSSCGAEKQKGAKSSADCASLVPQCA
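MLSMR compounds (23 nl, pin-transferred) preincubated 10 min at room temperature with a 500nM (2x) first reagent, then RGS4 at 900nM (2x) plus Transcreener GDP mix added; fluorescence polarization (620/688 nm) read before and after 90 min at 30 °C.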
Glioma ERSR ind = inducers of ER stress response in human glioma cells | U87-MG GRP78 promoter luciferase reporter, 16 h | hit rate 0.02% among 420,000 | Potency, µM, inactives show top-dose activation, usual class: activators; also: potency is read from the fitted curve at half-maximal effect; series mostly up to about 76 µM; % of control where 0% means no effect; nearly all actives have a fitted effect of over 35% in size
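Stably transfected U87-MG glioma cells carrying a GRP78-based luciferase sensor; 16 h compound incubation. Luminescence end-point read 10 min after Bright-Glo addition at room temperature.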
TrxR1 substrate = substrates of rat thioredoxin reductase 1. hit rate 0.01% among 390,000. O89049. purified TrxR1 substrate turnover, NADPH consumption readout. AID 588456. Potency, µM (titrated, usually from 114 µM), without a hit: top-dose activity change, negative = substrate turnover; also: potency is read from the fitted curve at half-maximal effect; % is scaled to controls: 0 for no effect and ±100 for the full control effect; nearly all actives have a fitted effect of over 50% in size
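Rat TrxR1, dispensed at 90 nM, was prereduced with 400 uM NADPH (final) for 5 min at ~22 deg C, then incubated with compound 15 min before 400 uM selenite. A first-read NADPH fluorescence drop versus no-compound background flagged substrates.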
LDHA block = blocks human lactate dehydrogenase A; P00338; purified LDHA, NADH/diaphorase-resazurin fluorescence; active compounds read low; activity change, % (values are at about 110 or 230 µM); hit rate 0.15% among 480,000; AID 1347041; in the data active = activity change below about -30%; inconclusive = mostly about -25% to -30%;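 also: plate controls were DMSO wells for no effect and wells without enzyme for full effect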
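Human LDH5 at 2 nM final in Tris HCl pH 7.4 with 0.06 mM NADH and 0.2 mM pyruvate, reacted 5 minutes at room temperature. Remaining NADH coupled via diaphorase/resazurin; resorufin fluorescence read at 0 and 20 minutes, normalized to enzyme-free and DMSO wells.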
Vif-APOBEC3F blk = inhibitors of Vif-A3F interaction. AID 602313. HeLa A3F-eYFP + Vif (tagged APOBEC3F with the HIV-1 protein that degrades it), YFP fluorescence increase. hit rate 0.2% among 390,000. Potency, µM (highest dose often 46.1 µM), for the others: at the top dose activity, negative = active; also: potency is read from the fitted curve at half-maximal effect; % of control where 0% means no effect; nearly all actives have a fitted effect of over 65% in size
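Fluorescence increase (Ex 488/Em 500-530) after overnight compound treatment at 37 deg C flags inhibition of Vif-driven A3F-eYFP loss in stable HeLa A3F-eYFP/Vif cells seeded overnight beforehand.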
USP1-UAF1 inh = USP1/UAF1 (human) deubiquitinase inhibition; O94782; recombinant USP1/UAF1, Ub-Rhodamine cleavage fluorescence; Potency, µM (highest dose often 57.1 µM), for the others: at the top dose activity change, negative = inhibition, most hits filed as inhibitors; hit rate 0.23% among 390,000; AID 743255; also: potency is read from the fitted curve at half-maximal effect; % is scaled to controls: 0 for no effect and ±100 for the full control effect; nearly all actives have a fitted effect of over 60% in size; inactives centre near -12
Target sequence (O94782 whole entry, looked up): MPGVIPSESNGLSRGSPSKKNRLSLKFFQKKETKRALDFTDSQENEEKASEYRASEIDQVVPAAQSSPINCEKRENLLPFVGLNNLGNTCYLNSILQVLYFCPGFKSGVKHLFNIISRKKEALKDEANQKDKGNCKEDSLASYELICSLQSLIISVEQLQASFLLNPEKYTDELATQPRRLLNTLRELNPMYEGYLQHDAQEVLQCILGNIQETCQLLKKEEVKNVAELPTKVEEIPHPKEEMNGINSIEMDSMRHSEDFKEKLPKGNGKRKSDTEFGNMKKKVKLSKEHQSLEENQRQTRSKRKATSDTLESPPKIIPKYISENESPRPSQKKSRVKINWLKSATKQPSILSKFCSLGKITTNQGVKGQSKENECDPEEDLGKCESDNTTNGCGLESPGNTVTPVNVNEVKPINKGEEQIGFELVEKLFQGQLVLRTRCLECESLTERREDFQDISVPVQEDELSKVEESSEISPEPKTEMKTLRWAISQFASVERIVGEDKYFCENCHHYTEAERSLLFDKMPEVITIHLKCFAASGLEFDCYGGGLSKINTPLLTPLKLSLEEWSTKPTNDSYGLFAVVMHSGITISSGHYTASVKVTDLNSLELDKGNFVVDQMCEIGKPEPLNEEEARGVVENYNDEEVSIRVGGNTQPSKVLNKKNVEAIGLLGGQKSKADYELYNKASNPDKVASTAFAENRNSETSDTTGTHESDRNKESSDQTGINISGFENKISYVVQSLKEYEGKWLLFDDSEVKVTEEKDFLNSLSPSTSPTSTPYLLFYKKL
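Step one: compound is pinned into 1nM USP1/UAF1 in HEPES pH 7.8 buffer with TCEP. Step two: 15 min room-temperature incubation. Step three: Ub-Rho (150nM final) starts cleavage, tracked by fluorescence over six one-minute reads.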
* = called active by the depositor; ? = inconclusive; . = no result given; & = joins results of further samples; [ ] = remark or other dose. Unless noted, calls follow the shape of the dose curve; as a rule, active = well fitted curve in the direction sought with a large enough effect; inconclusive = small, poorly fitted or top-dose-only effect, or another doubt; inactive = no such curve, though single readings can be large; an effect the other way counts as inactive or inconclusive. This is a subset. The share of hits here may be higher or lower than overall.

SMILES	rTrxR1 inhibitor	IDH1 R132H inh	Vif-APOBEC3G blk	RGS4 inhibitor	Glioma ERSR ind	TrxR1 substrate	LDHA block	Vif-APOBEC3F blk	USP1-UAF1 inh
C[C@@H]1CN([C@@H](C)CO)C(=O)c2cc(N(C)C)ccc2O[C@@H]1CN(C)S(C)(=O)=O	0%[57.1 µM]	-4%	2%	-5%	-4%	12%[57.1 µM]	6	3%	-18%
CN(C)CCN(C(=O)c1ccc(S(=O)(=O)N(C)C)cc1)c1nc2cc3c(cc2s1)OCCO3	9%	3%	-3%	3%	-4%	-4%	6	1%	-10%
Cc1ccc(C(=O)COC(=O)c2n[nH]c(=O)c3ccccc23)cc1	17%[57.1 µM]	-1%	1%	-20%	-4%	8%[57.1 µM]	4&-9	0%	-1%
Cc1c(NC(=O)C(CC(=O)O)NCc2ccco2)c(=O)n(-c2ccccc2)n1C (stereo unspecified)	6%	1%	0%	5%	-4%	2%	2	-6%	-9%
CN(C)CCNC(=O)CN1C(=O)COc2ccc(S(=O)(=O)N3CCCC3)cc21	9%	5%	-1%	-14%	-4%	8%	1	-7%	-19%
CC(C)C[C@H](N)c1nnc(SCC(=O)Nc2ccc(Br)cc2)o1	-5%	-3%	2%	23%[11.4 µM]	-5%	-9%	-2	1%	-1%
COc1ccc(N2C(=O)CC(Sc3nc4ccccc4s3)C2=O)cc1OC (stereo unspecified)	?	3%	3%	5%	-13%	8%	-4	0%	1%
N/C(=N\OC(=O)c1ccccc1Cl)c1ccc(Cl)cc1	17%[57.1 µM]	6%	-8%	-1%[11.4 µM]	6%	4%[57.1 µM]	-4	1%	-15%
COc1ccccc1/C=C(/C#N)C(=O)O	0%[2.29 µM]	-7%	2%	-20%	-4%	-12%	-3	3%	-12%
COc1cc(CNc2ccccc2SC)cc(OC)c1OC	12%	5%	-8%	-7%	-3%	6%	18	-21%	-10%
CC(=O)N(Cc1ccccc1)C(CC(=O)NCc1ccccc1)C(=O)O (stereo unspecified)	2%[2.29 µM]	3%	1%	3%	-5%	7%[57.1 µM]	-9	-7%	-21%
CCC(=O)N1CCN(c2ccc(NC(=O)COc3cccc(C)c3C)cc2)CC1	2%[57.1 µM]	2%	-1%	4%	-2%	-1%[57.1 µM]	2	1%	-3%
COc1ccc(CCNc2oc(-c3ccccc3OC)nc2C#N)cc1OC	-26%	4%	1%	-11%	-2%	131%[activator]	2	-2%	-12%
O=S(=O)(c1ccc(Cl)c2ccccc12)N1CCCC1	14%	-2%	6%	2%	-2%	1%	-4&-5	-7%	-20%
CCOc1ccc(C2C(C(=O)OC)=C(C)NC3=C2C(=O)c2ccccc23)cc1OC (stereo unspecified)	4%	-13%	0%	8%	-2%	-3%	-5	9%	-11%
Cc1ccc(S(=O)(=O)N2C[C@]3(O)C[C@@H]4C(=O)N(c5ccccc5)C(=O)[C@@H]4C[C@]3(OC(=O)NCc3ccco3)C2)cc1	.	4%	-2%	.	-4%	.	1	-2%	-28%
O=C(Nc1cc(S(=O)(=O)N2CCCCC2)ccc1N1CCOCC1)c1cc(=O)[nH]c2ccccc12	-2%	1%	-9%	5%	1%	-3%	-2	5%	-26%
CC(C)(C)C1CCc2nc(NC(=O)c3ccc([N+](=O)[O-])cc3)sc2C1 (stereo unspecified)	7%	2%	4%	18%	-5%	-3%	-8	-1%	-5%
CCOC(=O)C1C(=O)NC(N2CCCCC2)=NC1c1ccccc1 (stereo unspecified)	5%	2%	-1%	-23%	0%	-2%	0	-4%	-8%
COc1ccccc1N1CCN(C(=O)CN(Cc2ccc(Cl)cc2)S(C)(=O)=O)CC1	12%	7%	5%	7%	-4%	5%	-1	-5%	-18%
O=C(NC(=S)Nc1ccc(N2CCN(C(=O)c3ccccc3)CC2)cc1)c1cccs1	22%[57.1 µM]	1%	6%	-19%	1%	6%[57.1 µM]	-8	11%	-2%
Cc1cc(C)cc(NS(=O)(=O)c2ccc(-c3cnc(C4CC4)o3)cc2)c1	18%	-2%	-9%	5%	-6%	-2%	1	-1%	-20%
C=CCN1C(=O)C(=O)N(Cc2nc3ccccc3s2)C1=O	7%	-7%	0%	26%	-3%	6%	-3	6%	-21%
CC1Sc2ccc(S(=O)(=O)N3CCC(C(N)=O)CC3)cc2NC1=O (stereo unspecified)	14%	0%	1%	8%[11.4 µM]	-3%	7%	2	3%	-23%
CCN(C(=O)CCS(=O)(=O)c1cccc2nonc12)c1ccc(F)cc1	?	4%	-3%	-18%	-3%	-2%	0	1%	-2%
COCCNC(=O)C1CCN(Cc2cccc(OCc3ccccc3)c2)CC1	1%[57.1 µM]	4%	-3%	-4%	-7%	8%[57.1 µM]	-14	?	-5%
Cc1csc(SCC(=O)N(c2ccccc2)C(C)C)n1	3%	1%	1%	6%	-7%	-3%	-4	6%	-5%
CN(CC(=O)Nc1ccc(Cl)c(C(F)(F)F)c1)C(=O)Cn1cc([N+](=O)[O-])ccc1=O	-15%	8%	-6%	-3%	-4%	-9%	3	-1%	-26%
Cc1ccc(NC(=O)C(Cc2c[nH]c3ccccc23)NC(=O)OCC(C)C)cc1 (stereo unspecified)	-7%	0%	-9%	-19%	1%	-14%	0	-2%	-20%
O=C(Cn1nnc2ccccc21)N/N=C\C=C\c1ccccc1	-10%[57.1 µM]	-5%	-9%	23%[11.4 µM]	2%	-10%	-2	-2%	4%
CCc1cccc(CC)c1NC(=S)NCC(c1cccnc1)N1CCOCC1 (stereo unspecified)	-13%	4%	1%	30%	-3%	-9%	-7	0%	-1%
Cc1cccc(C)c1OCc1nc2ccccc2c(=O)n1/N=C/c1c[nH]c2ccccc12	-12%	6%	-12%	-31%	-3%	-7%	1	-10%	-23%
CN(C)S(=O)(=O)c1ccc(N2CCCC2)c(C(=O)NCC2COc3ccccc3O2)c1 (stereo unspecified)	9%	9%	-6%	-35%	-5%	2%	3	-28%	-10%
C/C(=N/NC(=O)CNC(=O)COc1ccccc1)c1ccc(Cl)cc1	29%	-11%	0%	-10%	11%	2%	-9	2%	-26%
CCOc1ccccc1NC(=O)C1CCN(S(=O)(=O)c2c(C)noc2/C=C/c2ccco2)CC1	-15%	7%	6%	-25%	-2%	-4%	-12	2%	-3%
COc1ccc(S(=O)(=O)Nc2cccc3cccnc23)cc1	-3%	.	?	-10%	-10%	3%[0.457 µM]	9	.	.
O=C(NCc1ccccc1CN1CCCC1)c1ccc(Cl)c(N2CCCC2=O)c1	13%	-2%	-1%	-8%	-1%	-1%	0	-1%	-12%
Cc1onc(-c2c(F)cccc2Cl)c1-c1nnc(-c2cccc3ccccc23)o1	30%[activator]	-4%	1%	8%	-4%	10%	-7	-2%	-17%
Cc1c(C(=O)N2CC(C(=O)N3CCCCC3)Oc3ccccc32)oc2ccccc12 (stereo unspecified)	-7%	-2%	-4%	23%	-4%	-9%	-4	0%	-6%
O=C(O)c1c[nH]c(=S)n1-c1ccc(F)cc1	-16%	-3%	6%	-7%	-3%	-6%	-5	0%	4%
Cc1ccc(Sc2ncccc2C(N)=O)cc1	24%[57.1 µM]	7%	-1%	-4%	-1%	11%	-5	-5%	-2%
COc1ccc(Cl)cc1C(=O)NCc1cn(C)nc1C	12%[57.1 µM]	1%	0%	10%	-4%	0%	-7	-1%	-14%
CCn1c(CCNC(=O)c2ccc(OC)cc2)nnc1SCC(=O)Nc1ccccc1F	17%	7%	2%	1%	-1%	6%	-3	7%	-16%
CSc1cccc(NC(=O)Cn2cccc2)c1	5%	0%	2%	-22%	-1%	10%	0	-6%	-21%
CCN1C(C(=O)c2ccccc2)=C(OC(=O)COc2ccc(C)cc2)c2ccccc2S1(=O)=O	20µM*	-10%	0%	28%	-4%	-12%	3	0%	-1%
CC(C)C(=O)Nc1cccc(C(=O)Nc2nnc(CC(C)(C)C)s2)c1	20%	16%	0%	-23%	3%	-2%	3	-5%	-10%
COc1ccc2c(c1)OC[C@H]1[C@H]2N2C(=O)c3ccc(C)cc3NC(=O)[C@@]2(C)[C@H]1c1ccccc1	21%	-1%	-10%	-15%	-6%	2%	-2	-15%	-18%
COc1ccc(Cc2nnc(NC(=O)c3ccc(OC(C)=O)cc3)s2)cc1OC	17%	-8%	1%	-3%	0%	-1%	-4	10%	-6%
CCOc1ccc2nc(N3CCN(C(=O)CS(=O)(=O)c4ccc(F)cc4)CC3)sc2c1	7%[57.1 µM]	-6%	7%	3%	-4%	-3%[57.1 µM]	0	0%	-8%
Cc1ccc(S(=O)(=O)CC(c2ccccc2)N2CCOCC2)cc1 (stereo unspecified)	-10%	10%	-3%	5%	-4%	-3%	-9	-1%	-14%
O=C(CCc1nnc(Cc2cccc(C(F)(F)F)c2)o1)NCC(F)(F)F	17%[57.1 µM]	-1%	4%	3%	3%	4%[57.1 µM]	-9	6%	-10%
